Bioassay records deposited in PubChem by several laboratories.
PRMT1 FP inh – PRMT1 methyltransferase inhibitors, primary screen, biochemical, fluorescence polarization | actives 1.3% (n = 370,000) | recombinant PRMT1, activity-based probe fluorescence polarization | inhibition, % at 2.79 µM;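 active means inhibition above about 21% made by adding two undisclosed values, limit read from the data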
HTRA1 inhibitor – HTRA1 serine protease inhibitors, primary screen, biochemical, fluorescence polarization, HTS | inhibition, % at 5.96 µM | AID 504803, 2011 | Q92743 | recombinant HTRA1, FP-rhodamine activity-based probe | actives 0.5% (n = 340,000); in the data active means inhibition above about 36%;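 further: 0% = enzyme with DMSO and 100% = wells lacking enzyme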
Target sequence (Q92743 whole entry, looked up): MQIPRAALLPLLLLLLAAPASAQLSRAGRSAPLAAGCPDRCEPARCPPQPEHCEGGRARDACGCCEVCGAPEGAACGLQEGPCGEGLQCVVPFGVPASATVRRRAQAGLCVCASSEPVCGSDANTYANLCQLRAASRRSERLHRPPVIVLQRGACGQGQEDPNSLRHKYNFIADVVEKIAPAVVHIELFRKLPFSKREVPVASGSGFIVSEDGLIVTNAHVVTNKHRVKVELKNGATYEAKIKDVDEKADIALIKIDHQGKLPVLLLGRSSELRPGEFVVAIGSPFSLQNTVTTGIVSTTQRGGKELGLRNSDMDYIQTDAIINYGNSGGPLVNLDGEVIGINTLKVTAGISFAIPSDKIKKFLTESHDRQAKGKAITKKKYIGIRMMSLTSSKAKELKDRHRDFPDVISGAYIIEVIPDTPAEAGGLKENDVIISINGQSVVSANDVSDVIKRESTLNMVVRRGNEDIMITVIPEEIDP
UHRF1 binding – UHRF1 methylated DNA binding inhibitors, primary screen, counter-screen for MBD2 inhibitor project, biochemical, TR-FRET, human UHRF1, single concentration; AID 687016, 2013; inhibition, % at 4.4 µM; UHRF1 binding to methylated oligo; E3 ubiquitin-protein ligase UHRF1 (Homo sapiens), Q96T88; actives 0.75% (n = 370,000); in the data active means inhibition above about 21%;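 further: UHRF1 SRA domain binding a hemimethylated CpG hairpin DNA probe; 0% = median of test compound wells and 100% = reference inhibitor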
NPR1 activator – GC-A stimulated cGMP production enhancers – HEK293 GC-A cells, cGMP TR-FRET, EC30 ANP, primary screen | actives 0.14% (n = 370,000) | activation, % at 10 µM | 0% at EC30 ANP, 100% saturating ANP | AID 1671463, 2021 | Atrial natriuretic peptide receptor 1 (Homo sapiens), P16066; in the data active means activation above about 40%
TCR-CD3 inh – inhibitors of human TCR-CD3 interaction, primary screen, biochemical, fluorescence, TAMRA-labeled TCR probe; T-cell receptor (TCR); AID 651800, 2012; inhibition, % at 9.4 µM; actives 0.37% (n = 360,000); in the data active means inhibition above about 19%;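 further: recombinant mutant TCR 2C K166C tagged with TAMRA read by polarization; 0% = receptor in buffer alone and 100% = receptor with positive control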
SIAE primary – human SIAE inhibitors, primary screen, biochemical, fluorescence polarization, FP-Rh probe, 1536-well HTS; Sialate O-acetylesterase (Homo sapiens), Q9HAT2; SIAE FP-Rh probe binding; inhibition, % at 9.66 µM; actives 0.69% (n = 370,000);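 active means inhibition above a cutoff: mean of compounds within the control limits plus 3 SD of those, cut at about 17% in these data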;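 further: 0% = plate median of compound wells and 100% = probe without SIAE protein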
GC-B act – human GC-B receptor activators, primary screen, HEK293 GC-B cells, cGMP TR-FRET, EC30 CNP. Atrial natriuretic peptide receptor 2 (Homo sapiens), P20594. 0% at EC30 CNP, 100% saturating CNP. activation, % at 10 µM. actives 0.11% (n = 370,000);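 active means activation at 10 µM reaching about 35% in either raw or pattern-adjusted values, limit read from the data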
ABHD4 inh – ABHD4 inhibitors, primary screen, biochemical, fluorescence polarization, mouse. AID 720543, 2013. inhibition, % at 8.92 µM. purified mABHD4, FP-Rh probe fluorescence polarization. actives 0.54% (n = 370,000);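 active means inhibition exceeding the mean over every tested compound plus 3 SD, cut at about 30% in these data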;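 further: 0% = plate median of compound wells and 100% = S159A mutant with DMSO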
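system = mouse ABHD4 enzyme, wild type | medium = HEPES pH 7.0, NaCl, Pluronic buffer | also added = FP-Rh probe | incubation = Enzyme–compound pre-incubation 45 min, then probe 60 min, both 25 °C | technique = fluorescence polarization, excitation 525 nm, emission 598 nm, BODIPY TMR filters | controls = S159A mutant high control, sample median low control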
MBD2 inh – inhibitors of MBD2 binding to methylated DNA, primary screen, biochemical, TR-FRET, DNA-binding domain, human | actives 0.31% (n = 370,000) | MBD2 binding to methylated oligonucleotide | Methyl-CpG-binding domain protein 2 (Homo sapiens), Q9UBB5 | inhibition, % at 4.4 µM; in the data active means inhibition above about 13%
Target sequence (Q9UBB5 whole entry, looked up, the tested form may be a part): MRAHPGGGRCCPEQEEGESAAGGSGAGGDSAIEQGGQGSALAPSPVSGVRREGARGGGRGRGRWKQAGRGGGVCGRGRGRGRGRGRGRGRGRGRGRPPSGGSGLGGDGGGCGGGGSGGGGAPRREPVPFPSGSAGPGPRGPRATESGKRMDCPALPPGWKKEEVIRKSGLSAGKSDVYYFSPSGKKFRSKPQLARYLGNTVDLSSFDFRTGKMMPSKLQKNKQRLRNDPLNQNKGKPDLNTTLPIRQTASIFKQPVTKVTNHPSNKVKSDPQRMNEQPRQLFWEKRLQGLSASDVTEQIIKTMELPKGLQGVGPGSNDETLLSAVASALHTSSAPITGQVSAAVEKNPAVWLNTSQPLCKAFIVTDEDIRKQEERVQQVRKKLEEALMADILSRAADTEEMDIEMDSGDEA
rCAG binder – binders of r(CAG) RNA repeats, primary screen, biochemical, fluorescence; inhibition, % at 3 µM; r(CAG) RNA repeat, TO-PRO-1 dye displacement fluorescence; actives 1.3% (n = 370,000);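 active means inhibition above the plate cutoff, the mean of all test compounds on that plate plus 3 SD, cut at about 35% in these data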;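 further: 0% = DMSO alone and 100% = 100 µM mitoxantrone as full dye displacement; higher means more dye released from RNA so lower well fluorescence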
Starred values were filed as active, the others as inactive; / = not tested or not shown. A portion of the library. The share of hits here may be higher or lower than overall.

Key to letters – A = PRMT1 FP inh; B = HTRA1 inhibitor; C = UHRF1 binding; D = NPR1 activator; E = TCR-CD3 inh; F = SIAE primary; G = GC-B act; H = ABHD4 inh; I = MBD2 inh; J = rCAG binder
O=S(=O)(/N=C(/c1ccccc1Cl)N1CCOCC1)c1ccccc1
  A: 0 | B: 0 | C: 1 | D: 3 | E: 1 | F: 2 | G: 3 | H: 9 | I: 4 | J: -5
Cc1cccc(Nc2nnc(SCC3CCCCO3)s2)c1C (stereo not given)
  A: 2 | B: -2 | C: 2 | D: 2 | E: -2 | F: -3 | G: -1 | H: 1 | I: 0 | J: -6
CCOc1ccccc1NC(=O)CC1NCCNC1=O (stereo not given)
  A: -2 | B: 6 | C: 2 | D: 5 | E: -3 | F: 8 | G: -1 | H: 2 | I: 2 | J: 1
CNC(=S)NNc1nc(-c2ccccc2)c2cc(Cl)ccc2n1
  A: 9 | B: 1 | C: 3 | D: -7 | E: -1 | F: -3 | G: -15 | H: 7 | I: 1 | J: 0
O=S(=O)(c1ccccc1)c1nc(-c2ccco2)oc1NCCCN1CCOCC1
  A: 1 | B: 11 | C: 1 | D: -2 | E: 0 | F: 5 | G: 3 | H: -2 | I: -9 | J: -3
CCCCNCc1cc(OC)c(OCC(N)=O)cc1Br
  A: -3 | B: 0 | C: 2 | D: -17 | E: -3 | F: 8 | G: -14 | H: 0 | I: 1 | J: -5
Cc1csc(NC(=O)c2cccc(S(=O)(=O)N3CCCCC3)c2)n1
  A: 0 | B: -6 | C: -2 | D: 9 | E: 6 | F: 3 | G: 10 | H: 5 | I: 0 | J: 3
CCOC(=O)c1ccc(N2NC(=O)/C(=C/c3ccc(OC(=O)c4ccco4)c(OC)c3)C2=O)cc1
  A: 12 | B: / | C: -2 | D: 14 | E: -2 | F: 4 | G: 1 | H: 33* | I: -5 | J: 84*
CC(C)NC(=O)COc1ccccc1C#N
  A: 2 | B: 0 | C: 0 | D: 3 | E: 5 | F: -5 | G: 4 | H: 3 | I: 2 | J: 0
Cc1ccc(S(=O)(=O)NCC(=O)N(c2ccccc2)C(C(=O)NCc2ccccc2)c2ccco2)cc1 (stereo not given)
  A: 0 | B: -21 | C: 1 | D: -6 | E: 7 | F: 1 | G: -5 | H: -10 | I: -1 | J: -5
CCc1ccc(C2NC(=S)NC3=C2C(=O)CCC3)cc1 (stereo not given)
  A: -1 | B: 0 | C: 13 | D: 18 | E: -8 | F: 7 | G: 0 | H: 4 | I: 5 | J: 1
COc1ccc(OCc2cc(C(=O)N(C)Cc3nnc(C)o3)no2)c(Cl)c1
  A: 2 | B: -2 | C: 1 | D: 5 | E: 0 | F: -7 | G: -5 | H: 0 | I: 3 | J: -6
Cc1c[n+]([O-])cc(C)c1Oc1ccccc1
  A: 0 | B: 2 | C: -2 | D: -2 | E: -2 | F: 5 | G: 8 | H: 17 | I: 1 | J: 3
O=C1CCC[C@H]2C[C@H](NCc3ccc(Cl)c(C(F)(F)F)c3)CC[C@]23CCCN13
  A: -2 | B: / | C: -1 | D: 0 | E: / | F: 4 | G: -4 | H: 6 | I: 0 | J: /
O=C1CCC(C(=O)Nc2ccc(OC(F)F)cc2)N1 (stereo not given)
  A: -1 | B: 5 | C: 1 | D: 7 | E: 2 | F: -5 | G: 3 | H: -4 | I: -2 | J: 6

(more compounds)
Key to letters – A = PRMT1 FP inh; B = HTRA1 inhibitor; C = UHRF1 binding; D = NPR1 activator; E = TCR-CD3 inh; F = SIAE primary; G = GC-B act; H = ABHD4 inh; I = MBD2 inh; J = rCAG binder
Cc1csc(NC(=O)c2ccccc2)n1
  A: -5 | B: 1 | C: 4 | D: 1 | E: 3 | F: 2 | G: 0 | H: -3 | I: -1 | J: 1
CCCNC(=O)CC1C(=O)N(Cc2ccccc2)C(C)c2nc3ccccc3n21 (stereo not given)
  A: -2 | B: 2 | C: 3 | D: -3 | E: 1 | F: -5 | G: 0 | H: 3 | I: 1 | J: 0
O=C(Cn1c(=O)cnc2ccccc21)Nc1cccc(S(=O)(=O)N2CCCCC2)c1
  A: 4 | B: 1 | C: -2 | D: -4 | E: -8 | F: -6 | G: -1 | H: -3 | I: -1 | J: 12
O=C(CCC(=O)N1CCOc2ccccc21)Nc1ccccc1Br
  A: 1 | B: 2 | C: 0 | D: -4 | E: -10 | F: 4 | G: 0 | H: 4 | I: 3 | J: 0
CCCNCC(=O)Nc1sc2c(c1C(=O)Nc1c(C)n(C)n(-c3ccccc3)c1=O)CCCC2
  A: 6 | B: 10 | C: 6 | D: 1 | E: -11 | F: -2 | G: 0 | H: -3 | I: 8 | J: 2
CCN(CC)c1ccc(S(=O)(=O)N2CCOCC2)cc1NS(C)(=O)=O
  A: -2 | B: / | C: 3 | D: 3 | E: 4 | F: 4 | G: 1 | H: -6 | I: -2 | J: -1
CSCCCNC(=O)c1ccccc1OC1CCN(S(C)(=O)=O)CC1
  A: -9 | B: 1 | C: 1 | D: -3 | E: -2 | F: 2 | G: -1 | H: 0 | I: -1 | J: -8
COc1ccc(Br)cc1S(=O)(=O)Nc1ncccc1C
  A: 7 | B: 1 | C: 6 | D: -5 | E: -4 | F: 0 | G: -7 | H: 7 | I: 7 | J: -2
O=C(NC(=S)Nc1ccc(S(=O)(=O)Nc2nccs2)cc1)c1ccccc1
  A: 0 | B: -9 | C: 4 | D: -1 | E: 6 | F: 1 | G: 4 | H: 4 | I: -4 | J: 41*
CCOC(=O)C1CCN(C(=O)c2sc3nc(C)nc(N4CCC(C)CC4)c3c2C)CC1
  A: -5 | B: -10 | C: -3 | D: 3 | E: 1 | F: -1 | G: -4 | H: -1 | I: 3 | J: -11
COc1ccc(NC(=O)CSCC(=O)Nc2sccc2C#N)cc1
  A: 6 | B: 11 | C: 1 | D: 4 | E: 21* | F: 6 | G: 2 | H: 23 | I: 1 | J: 8
CSc1ccccc1OCc1cc(C(=O)NCc2cccc(C)n2)no1
  A: 8 | B: -9 | C: 2 | D: 1 | E: 0 | F: -3 | G: 2 | H: -14 | I: 8 | J: 0
CC(C)[C@@H]1Cc2[nH]n(C)c(=O)c2[C@H](c2ccc(F)cc2)O1
  A: -2 | B: / | C: -5 | D: 4 | E: 0 | F: 0 | G: 5 | H: -2 | I: -6 | J: -1
CCOC1=C2CN(S(=O)(=O)c3ccc(C)cc3)C(c3cccc(Cl)c3)CC2N(S(=O)(=O)c2ccc(Cl)cc2)C(c2ccccc2)C1 (stereo not given)
  A: -2 | B: / | C: 0 | D: 0 | E: 0 | F: 6 | G: 0 | H: 2 | I: -4 | J: 3
Cc1cccc(CSc2nnc(CCNC(=O)OC(C)(C)C)o2)c1
  A: -2 | B: / | C: 0 | D: 2 | E: -10 | F: 2 | G: 2 | H: -13 | I: -5 | J: -8

Next part.
Key to letters – A = PRMT1 FP inh; B = HTRA1 inhibitor; C = UHRF1 binding; D = NPR1 activator; E = TCR-CD3 inh; F = SIAE primary; G = GC-B act; H = ABHD4 inh; I = MBD2 inh; J = rCAG binder
COc1cc(CCN2C(=O)c3cccc4cccc(c34)C2=O)c(S(=O)(=O)N2CCC(C)CC2)cc1OC
  A: -4 | B: -5 | C: 2 | D: 1 | E: 7 | F: 3 | G: -1 | H: -3 | I: 3 | J: 4
CCCNC(=O)Nc1nc2ccccc2s1
  A: 3 | B: 2 | C: 1 | D: 11 | E: -6 | F: -9 | G: 3 | H: -1 | I: 6 | J: -3
CCCc1c(-c2ccc(F)cc2F)ncn1Cc1ccccc1OC
  A: -2 | B: / | C: 2 | D: -2 | E: -5 | F: 7 | G: -3 | H: -6 | I: -5 | J: 0
O=C(O)CSCC(=O)Nc1ccccc1SCCS(=O)(=O)c1ccc(Cl)cc1
  A: 11 | B: -3 | C: 4 | D: -1 | E: -7 | F: -5 | G: 2 | H: 4 | I: 6 | J: 9
Fc1ccc(COc2ccc3ccccc3c2CNc2nn[nH]n2)cc1
  A: 3 | B: -10 | C: 0 | D: 3 | E: -4 | F: -5 | G: -5 | H: -2 | I: -4 | J: 26
COCC(C)n1c(SCC(=O)NC(=O)Nc2ccc3c(c2)OCCO3)nc2ccccc2c1=O (stereo not given)
  A: -1 | B: -26 | C: -1 | D: -3 | E: -7 | F: -4 | G: -3 | H: -9 | I: 2 | J: 0
OCCN1CCN(c2cc(C(F)(F)F)nc3c(F)cccc23)CC1
  A: -6 | B: 4 | C: -3 | D: -4 | E: -2 | F: 1 | G: 2 | H: -1 | I: -6 | J: -3
Cc1cc(C(=O)Cn2nnc3ccccc3c2=O)c(C)n1Cc1cccs1
  A: -2 | B: -26 | C: -2 | D: 0 | E: 9 | F: 1 | G: 6 | H: 6 | I: 0 | J: -3
COc1ccc(CCNC(=O)c2cc(-c3cc(C)cc(C)c3O)n[nH]2)cc1OC
  A: 6 | B: -13 | C: 0 | D: -3 | E: -6 | F: -4 | G: -3 | H: -8 | I: 3 | J: 2
CN(C)c1ccc(C(=O)NNC(=O)c2ccc(Cl)cc2)cc1
  A: 3 | B: / | C: -2 | D: 9 | E: -1 | F: 14 | G: -1 | H: 5 | I: -4 | J: -1
Cn1cc(Cl)c(-c2n[nH]c(=S)n2-c2ccc(F)cc2)n1
  A: 0 | B: 0 | C: -1 | D: 2 | E: 2 | F: 13 | G: 3 | H: 4 | I: -1 | J: 0
COc1ccc(C=O)cc1OC(=O)C1(C)Cc2ccccc2C(=O)O1 (stereo not given)
  A: 1 | B: -2 | C: -1 | D: -2 | E: 2 | F: -3 | G: -2 | H: -2 | I: 1 | J: -1
COC(=O)C(C)n1cnc2c(nnn2Cc2ccc(Cl)cc2)c1=O (stereo not given)
  A: 0 | B: 0 | C: -1 | D: 6 | E: 5 | F: -6 | G: 2 | H: 7 | I: 3 | J: -2
Cc1ccc(S(=O)(=O)Nc2c(C(=O)O)[nH]c3ccccc23)c(C)c1
  A: 1 | B: -2 | C: -1 | D: -2 | E: 4 | F: 3 | G: 1 | H: 6 | I: 1 | J: 58*
O=C(CSc1nnc2n1CCCN2)c1ccc([N+](=O)[O-])cc1
  A: 5 | B: 11 | C: 9 | D: 1 | E: 3 | F: -3 | G: 4 | H: 0 | I: 4 | J: 7

Some values from the results shown:
`CCCc1c(-c2ccc(F)cc2F)ncn1Cc1ccccc1OC` – NPR1 activator: -2
`CCCNC(=O)Nc1nc2ccccc2s1` – HTRA1 inhibitor: 2
`Cn1cc(Cl)c(-c2n[nH]c(=S)n2-c2ccc(F)cc2)n1` – PRMT1 FP inh: 0
`Cc1cc(C(=O)Cn2nnc3ccccc3c2=O)c(C)n1Cc1cccs1` – NPR1 activator: 0

Some entries already given, limited to MBD2 inh:
molecule | MBD2 inh
COc1cc(CCN2C(=O)c3cccc4cccc(c34)C2=O)c(S(=O)(=O)N2CCC(C)CC2)cc1OC | 3
COc1ccc(CCNC(=O)c2cc(-c3cc(C)cc(C)c3O)n[nH]2)cc1OC | 3
